XIAP antagonists = XIAP antagonists, biochemical, IAP family, fluorescence polarization (AID 1018). E3 ubiquitin-protein ligase XIAP (Homo sapiens). XIAP BIR domain, fluorescence polarization peptide displacement; higher % means a stronger effect. displacement, % at 20 µM; hits with a dose series show IC50 in µM. actives 0.007% (n = 200,000); in the data active means displacement above about 50%; further: a part of the inactive calls stands beside numbers as strong as those of hits
SIAH1 antagonists = Siah-1 peptide-binding antagonists, primary screen, biochemical, fluorescence polarization, rhodamine-plectin, uHTS (AID 1817). Siah-1 / rhodamine-plectin peptide fluorescence polarization; higher % means a stronger effect. one-dose displacement, % at 20 µM; IC50 in µM for titrated hits. actives 0.02% (n = 290,000);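 active means displacement of at least 50% at 20 µM, with a fluorescence ratio check between 0.3 and a set limit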;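 further: plate controls were Siah plus tracer with DMSO for no effect and tracer alone without Siah for full effect; strong numbers were not always called active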
K1F lysis inhibition = inhibition of K1F phage lysis, E. coli UTI89, bacterial capsule biogenesis inhibitors, alamar blue (AID 488966). E. coli UTI89 K1F phage lysis, alamar blue, 2 h; higher % means a stronger effect. inhibition, % at 100 µM, or IC50 in µM where a hit was titrated. actives 0.02% (n = 340,000);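 active means phage lysis inhibition, versus mean bacterial control, above a set limit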;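 further: capsule biogenesis inhibitors block K1F phage lysis so surviving cells raise fluorescence; higher fluorescence means more inhibition of phage lysis; actives were called in the ten point dose series up to 300 µM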
TNAP activators = human TNAP enzyme activators, primary screen, biochemical, luminescent, no phosphate acceptor, uHTS (AID 1001); activation fold at 20 µM; hits with a dose series show EC50 in µM; actives 0.03% (n = 200,000); purified TNAP, luminescent activation assay, no phosphate acceptor; higher activation fold means a stronger effect; Alkaline phosphatase, tissue-nonspecific isozyme (Homo sapiens); in the data active means activation fold from about 3, or a potency from the dose series; inactive means the rest, 99 in 100 with activation fold below about 1.6; further: many of its hits are not listed in these tables
human PMI inhibition = inhibitors of human PMI, primary screen, biochemical, fluorescence intensity, coupled assay (AID 1209); inhibition, % at 20 µM, or IC50 in µM where a hit was titrated; actives 0.42% (n = 190,000); purified PMI enzyme, coupled fluorescence intensity; higher % means a stronger effect; Mannose-6-phosphate isomerase (Homo sapiens);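 further: plate controls were DMSO vehicle for no effect and wells lacking substrate for full effect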
Lipid droplet = inhibitors of hepatocyte lipid droplet formation, primary screen, imaging, high-throughput imaging, BODIPY stain; AID 1656, 2009; inhibition, % at 6.5 µM; AML12 mouse hepatocytes, oleate lipid droplets; actives 0.4% (n = 240,000);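 active means lipid droplet intensity inhibited by at least 50%, with more than 500 cells counted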
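Material: mouse AML12 hepatocyte cell line, fixed after treatment; Timing: compound with oleate, overnight; Technique: high-content imaging of BODIPY-stained droplets and DAPI nuclei; Probe or stimulus: oleate, 100 µM final; Dosing: compound at 6.5 µM only.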
PMI inhibition = human PMI inhibitors, high substrate, primary screen, biochemical, fluorescence intensity, high mannose 6-phosphate (AID 1220); Mannose-6-phosphate isomerase (Homo sapiens); recombinant PMI enzyme, coupled fluorescence intensity; higher % means a stronger effect; one-dose inhibition, % at 20 µM; IC50 in µM for titrated hits; actives 0.66% (n = 190,000)
P. falciparum M17LAP = P. falciparum M17LAP inhibitors, primary screen, biochemical, fluorogenic H-Leu-NHMec substrate, 1536-well (AID 1619) | Leucine aminopeptidase (Plasmodium falciparum (isolate 3D7)) | recombinant M17LAP, H-Leu-NHMec fluorogenic kinetic assay; higher % means a stronger effect | inhibition, % at 30 µM; hits with a dose series show IC50 in µM | actives 0.38% (n = 220,000);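 active means compound inhibiting the enzyme by more than half at any dose during confirmatory dose-response retesting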;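 further: plate controls were full reaction with DMSO carrier for no effect and no enzyme background for full effect; strong numbers were not always called active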
M1AAP inhibition = P. falciparum M1AAP inhibitors, biochemical, fluorogenic H-Leu-NHMec substrate, 1536-well (AID 1445); actives 0.42% (n = 220,000); Aminopeptidase N (Plasmodium falciparum (isolate 3D7)); inhibition, % at 30 µM; hits with a dose series show IC50 in µM; recombinant M1AAP, H-Leu-NHMec fluorogenic kinetic assay; higher % means a stronger effect;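 active means primary inhibition above the hit cutoff, then over 50% inhibition at one or more dose response concentrations, cut at about 23% in these data, passing the limit was not always enough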;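 further: plate controls were DMSO full reaction for no effect and no enzyme background for full effect; strong numbers were not always called active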
Lipid droplet cells 6.5 µM = second read-out of Lipid droplet, no call of its own (marks repeat the call); cell count; measured here: cell count, cytotoxicity flag;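 cells counted across two imaged fields per well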
* hit, by the source's call; · = not tested or not shown; [ ] = another dose, or the depositor's remark. Unless noted, no stated cut-off is given here; in the data, active means inhibition above about 50%; inactive means the rest.

SMILES	XIAP antagonists	SIAH1 antagonists	K1F lysis inhibition	TNAP activators	human PMI inhibition	Lipid droplet	Lipid droplet cells 6.5 µM	PMI inhibition	P. falciparum M17LAP	M1AAP inhibition
O=Cc1ccc(-c2cc(Cl)ccc2Cl)[nH]1	-5.4%	5%	0.2%	1.1	0%	14	699	3%	-7%	4%
O=[N+]([O-])/C(C(Cl)=C(Cl)Cl)=C(\Nc1ccc(F)cc1)n1cncn1	1.1%	1%	·	1.1	-66%	1	805	-95%	15%	3%
COC(=O)c1ccc(NC(=O)CN2CCN(c3ccccn3)CC2)cc1	-2.3%	10%	0.2%	1.1	-3%	-12	661	-1%	1%	4%
CC(NC(=O)COC(=O)/C=C/c1ccco1)c1ccccc1 (stereo not given)	-7.2%	0%	-0.2%	1.1	-9%	13	688	-3%	6%	1%
CCOC(=O)c1c(NC(=S)NCC2CCCO2)sc(C)c1C (stereo not given)	-5.0%	2%	0.5%	1.1	34%	-16	709	11%	0%	1%
CCc1cc(=O)oc2cc(OCc3nn[nH]n3)ccc12	-5.4%	-3%	0.2%	1.2	-6%	·	·	-9%	-8%	4%
CCCCC/C=N\NC(=O)Cc1ccc([N+](=O)[O-])cc1	-2.3%	1%	1.8%	1	2%	20	640	-7%	-11%	10%
CCn1c(SCC(=O)O)nc2sc3c(c2c1=O)CCC3	-3.2%	-1%	-0.1%	1.2	-1%	·	·	-9%	14%	15%
COc1cc2c(cc1OC)[C@H](Cc1ccc(O)cc1)NCC2	17%	7%	0.4%	1.1	-4%	-1	774	-8%	33%	7%
Cc1c(NC(=O)C2(C)CCCCC2)c(=O)n(-c2ccccc2)n1C	1.1%	1%	3.2%	1.1	-1%	·	·	0%	8%	1%
Cc1cc(NC(=O)CCOc2ccc(F)cc2)no1	·	-3%	1.5%	·	·	5	774	·	9%	3%
O=C(NC(c1ccccc1)c1ccccc1)N1CCN(CCO)CC1	-4.4%	-1%	7.7%	1.1	-9%	·	·	-6%	-3%	3%
O=C(COc1ccc2c(C(F)(F)F)cc(=O)oc2c1)NCc1cccs1	-0.8%	5%	0.0%	1.1	-13%	-12	592	-4%	-10%	6%
Cc1nc(-c2nnc(SCC(=O)Nc3cc(C(F)(F)F)cc(C(F)(F)F)c3)n2C)cs1	·	1%	-0.8%	·	·	11	743	·	2%	4%
O=C(Nc1ccc(F)c(F)c1)c1ccc(F)c(S(=O)(=O)N2CCC3(CC2)OCCO3)c1	-7.1%	1%	-0.1%	1.1	17%	4	709	6%	15%	2%
COC(=O)C1=C(C)Nc2ncnn2C1c1ccc(OCc2ccccc2)cc1 (stereo not given)	-5.2%	2%	0.6%	1.1	-8%	·	·	-1%	3%	-5%
CC1CCC(C(C)C)C(OCC(O)CN2CCOCC2)C1 (stereo not given)	3.7%	-2%	0.8%	1.1	7%	-2	790	-1%	9%	12%
CCOCCCNC(=S)N1C2CCC1CC(NC(=O)Nc1ccc(C(=O)OCC)cc1)C2 (stereo not given)	-6.7%	2%	0.2%	1.2	13%	-19	722	20%	·	·
CCO[C@@H]1OC(C(=O)N2CCCCCCC2)=C[C@H](C2CCCCC2)[C@H]1CCCO	-2.2%	6%	2.9%	1	18%	-7	676	14%	-3%	4%
CCN(CC)c1nc(-c2ccccn2)nc(-c2ccccc2)c1C#N	-6.3%	7%	0.8%	1.1	-2%	20	679	-5%	10%	3%
O=C(NN=C1C2CC3CC(C2)CC1C3)c1cccc(S(=O)(=O)N2CCOCC2)c1	0.5%	-1%	0.5%	1	-1%	6	633	-7%	10%	2%
COc1ccccc1N1CCN(C(=O)Cn2cnc3c2c(=O)n(C)c(=O)n3C)CC1	·	-6%	2.3%	·	·	3	711	·	-2%	-6%
COC(=O)c1cc(C)cc(=O)o1	·	8%	-1.1%	·	·	13	742	·	-5%	7%
O=C(OCn1nnc2ccccc2c1=O)c1cccnc1	3.5%	-6%	0.4%	1.1	-6%	·	·	-3%	-7%	-2%
COC(=O)CNC(=O)COC(=O)c1ccc(OC)c([N+](=O)[O-])c1	-6.6%	-4%	2.4%[50 µM]	1	8%	-2	667	2%	-4%	15%

The listing continues:
SMILES	XIAP antagonists	SIAH1 antagonists	K1F lysis inhibition	TNAP activators	human PMI inhibition	Lipid droplet	Lipid droplet cells 6.5 µM	PMI inhibition	P. falciparum M17LAP	M1AAP inhibition
CCN(CC)C(=O)NC1CC(=O)N(c2ccc(OC)cc2)C1 (stereo not given)	-9.9%	-2%	0.5%	1	-3%	11	660	-10%	-11%	-6%
Cn1cc2c(=O)n(/N=C/c3ccccc3)cnc2n1	-7.2%	4%	-0.1%	1	-4%	1	491	-11%	-11%	-2%
NC(=O)c1ccccc1NC(=O)CCN1C(=O)c2ccccc2C1=O	-6.7%	1%	-0.1%	1	6%	·	·	12%	6%	-1%
COC(=O)c1sc(-c2cccs2)cc1NC(=O)/C=C/C(=O)O	·	1%	·	·	·	-48	454	·	27%	9%
COC(=O)c1ccc(S(=O)(=O)N(CCO)Cc2ccccc2)n1C	·	12%	-2.1%	·	·	6	754	·	3%	0%
O=C(Nc1cccnc1)c1ccc2nc(-c3ccccc3)c(-c3ccccc3)nc2c1	-3.7%	-1%	-0.1%	1.1	4%	-6	597	13%	13%	11%
CC(NC(=O)c1cc(-c2ccc(Br)cc2)on1)c1ccccc1 (stereo not given)	-2.6%	-2%	0.5%	1.1	9%	·	·	-3%	3%	-1%
Cc1ccc(-n2c(SCC(=O)O)nc3sc4c(c3c2=O)CCCC4)cc1	-7.5%	5%	0.4%	1.1	6%	15	625	13%	18%	8%
COc1ccc(-n2nc3c(c2NC(=O)C2CCCC2)CS(=O)C3)cc1 (stereo not given)	-3.1%	2%	-0.3%	1.1	-4%	·	·	-4%	0%	5%
COc1cccc(-n2nc3c(=O)n(Cc4ccccc4Cl)nc(C)c3c2C)c1	-3.0%	5%	1.9%[50 µM]	1.1	3%	-6	649	6%	-2%	1%
O=C(COC(=O)c1cccnc1Cl)NCc1ccc2c(c1)OCO2	-2.6%	6%	1.1%	1	11%	-4	654	5%	20%	3%
Cc1csc(NC(=O)c2nn(C)c(C)c2[N+](=O)[O-])n1	-4.2%	0%	-6.1%	1	3%	7	712	2%	11%	-2%
C=CCn1cccc(C(=O)Nc2ccc(OC)cc2)c1=O	-3.6%	-1%	·	1.1	3%	0	713	4%	5%	5%
CC1CCCN(C(=O)CSc2nnc(-c3cccnc3)n2C2CCCCC2)C1 (stereo not given)	-3.8%	3%	2.1%	1.2	-4%	·	·	0%	8%	1%
Cc1cc(Br)ccc1SCC(=O)Nc1cccnc1	-3.9%	0%	0.7%	1.2	8%	-1	729	18%	14%	-5%
NC(=O)c1c(N)sc2c1CCC2	-1.2%	0%	-2.9%	1.8	6%	-36	729	5%	8%	-1%
Cn1c(SCC(=O)Nc2ccc3c(c2)oc2ccccc23)nnc1-c1ccccc1	-1.4%	4%	2.4%	1.1	10%	-2	767	-4%	-7%	26%*
Cc1cc2ncc(S(=O)(=O)c3ccccc3)c(N)n2n1	4.4%	5%	0.4%	1.5	-3%	·	·	5%	30%	-3%
COc1ccc(C(C(=O)NCC2CCCO2)N(C(=O)CNC(=O)c2cccs2)c2ccccc2C)cc1OC (stereo not given)	-2.3%	-1%	-0.2%	1.1	·	-28	603	·	3%	-1%
O=C(Nc1ccccn1)c1cccc(S(=O)(=O)N2CCCCC2)c1	-7.4%	-4%	0.3%	1.1	-4%	-4	714	1%	-13%	1%
CC1CN(C(=S)c2cccc([N+](=O)[O-])c2)CC(C)O1 (stereo not given)	-4.0%	-2%	-0.8%	1.1	15%	-3	672	7%	5%	-1%
O=[N+]([O-])c1ccc(Nc2ccccc2)nc1	-11%	6%	2.7%	1.1	2%	13	669	0%	16%	20%
COc1ccc(/C=C/C(=O)Oc2ccc(/C=N/NC(=O)COc3c(C)cccc3C)cc2)cc1	-3.8%	-1%	-0.2%	1	2%	11	589	-2%	-5%	-1%
CCOC(=O)C1=C(C)NC(=O)NC1c1cccs1 (stereo not given)	-6.6%	1%	2.4%	1.1	-1%	-1	700	0%	9%	5%
Cc1ccc(NC(=O)CSc2nc(C)c(Cc3ccccc3)c(=O)[nH]2)cc1	-2.0%	-5%	0.7%	1	2%	-8	721	-2%	19%	1%

Carrying on:
SMILES	XIAP antagonists	SIAH1 antagonists	K1F lysis inhibition	TNAP activators	human PMI inhibition	Lipid droplet	Lipid droplet cells 6.5 µM	PMI inhibition	P. falciparum M17LAP	M1AAP inhibition
O=C(Nc1cccnc1)C1CC(c2ccc(Cl)c(Cl)c2)=NO1 (stereo not given)	0.2%	12%	-0.3%	1.2	4%	6	683	5%	1%	5%
COC(=O)c1ccc(CN2C(=O)c3ccccc3S2(=O)=O)cc1	-4.7%	2%	3.9%	1.1	0%	·	·	-1%	-53%	13%
Cn1c(=O)[nH]c(=O)c2c1ncn2CCN1CCCCC1	-4.8%	-5%	0.7%	1.1	-3%	·	·	-2%	-4%	-1%
CCCc1nc(C)c(-c2ccc(OC)c(OC)c2)c(=O)[nH]1	-2.8%	-1%	2.2%[50 µM]	1.1	2%	-1	767	1%	5%	2%
CC(OC(=O)c1cc2c(s1)CCCCC2)C(=O)NC(N)=O (stereo not given)	-3.0%	7%	0.0%	1.1	22%	-6	656	15%	5%	-6%
COc1ccc(NC(=O)CN2CCCC(C)C2)c([N+](=O)[O-])c1 (stereo not given)	-1.7%	-1%	0.1%	1	-1%	14	606	4%	8%	3%
Fc1ccc2[nH]c3c(N4CCN(Cc5ccc6c(c5)OCO6)CC4)ncnc3c2c1	-7.9%	2%	·	1.1	8%	·	·	8%	·	·

Compound profiles (already shown). Order of values: XIAP antagonists | SIAH1 antagonists | K1F lysis inhibition | TNAP activators | human PMI inhibition | Lipid droplet | Lipid droplet cells 6.5 µM | PMI inhibition | P. falciparum M17LAP | M1AAP inhibition
COC(=O)c1ccc(CN2C(=O)c3ccccc3S2(=O)=O)cc1 is entered as -4.7% | 2% | 3.9% | 1.1 | 0% | · | · | -1% | -53% | 13%
O=C(Nc1cccnc1)C1CC(c2ccc(Cl)c(Cl)c2)=NO1 (stereo not given) is entered as 0.2% | 12% | -0.3% | 1.2 | 4% | 6 | 683 | 5% | 1% | 5%
Fc1ccc2[nH]c3c(N4CCN(Cc5ccc6c(c5)OCO6)CC4)ncnc3c2c1 is entered as -7.9% | 2% | · | 1.1 | 8% | · | · | 8% | · | ·
CCCc1nc(C)c(-c2ccc(OC)c(OC)c2)c(=O)[nH]1 is entered as -2.8% | -1% | 2.2%[50 µM] | 1.1 | 2% | -1 | 767 | 1% | 5% | 2%
